Source: PubChem BioAssay (National Center for Advancing Translational Sciences (NCATS))
KDM5B inhibitor: blocks human KDM5B histone demethylase activity. Q9UGL1. KDM5B demethylase, FDH-coupled NADH fluorescence (FDH is formaldehyde dehydrogenase). Potency, µM (top dose mostly 57.7 µM), for the others: top-dose activity change, negative = inhibition, most hits filed as inhibitors. 220,000 compounds, 2.6% hits; active = well fitted inhibition curve with a large enough effect; inconclusive = small, poorly fitted or top-dose-only effect; inactive = no such curve, though single readings can be large or run the other way; also: 0% is about no effect; nearly all actives have a fitted effect of over 70% in size
Target sequence (Q9UGL1 whole entry, looked up): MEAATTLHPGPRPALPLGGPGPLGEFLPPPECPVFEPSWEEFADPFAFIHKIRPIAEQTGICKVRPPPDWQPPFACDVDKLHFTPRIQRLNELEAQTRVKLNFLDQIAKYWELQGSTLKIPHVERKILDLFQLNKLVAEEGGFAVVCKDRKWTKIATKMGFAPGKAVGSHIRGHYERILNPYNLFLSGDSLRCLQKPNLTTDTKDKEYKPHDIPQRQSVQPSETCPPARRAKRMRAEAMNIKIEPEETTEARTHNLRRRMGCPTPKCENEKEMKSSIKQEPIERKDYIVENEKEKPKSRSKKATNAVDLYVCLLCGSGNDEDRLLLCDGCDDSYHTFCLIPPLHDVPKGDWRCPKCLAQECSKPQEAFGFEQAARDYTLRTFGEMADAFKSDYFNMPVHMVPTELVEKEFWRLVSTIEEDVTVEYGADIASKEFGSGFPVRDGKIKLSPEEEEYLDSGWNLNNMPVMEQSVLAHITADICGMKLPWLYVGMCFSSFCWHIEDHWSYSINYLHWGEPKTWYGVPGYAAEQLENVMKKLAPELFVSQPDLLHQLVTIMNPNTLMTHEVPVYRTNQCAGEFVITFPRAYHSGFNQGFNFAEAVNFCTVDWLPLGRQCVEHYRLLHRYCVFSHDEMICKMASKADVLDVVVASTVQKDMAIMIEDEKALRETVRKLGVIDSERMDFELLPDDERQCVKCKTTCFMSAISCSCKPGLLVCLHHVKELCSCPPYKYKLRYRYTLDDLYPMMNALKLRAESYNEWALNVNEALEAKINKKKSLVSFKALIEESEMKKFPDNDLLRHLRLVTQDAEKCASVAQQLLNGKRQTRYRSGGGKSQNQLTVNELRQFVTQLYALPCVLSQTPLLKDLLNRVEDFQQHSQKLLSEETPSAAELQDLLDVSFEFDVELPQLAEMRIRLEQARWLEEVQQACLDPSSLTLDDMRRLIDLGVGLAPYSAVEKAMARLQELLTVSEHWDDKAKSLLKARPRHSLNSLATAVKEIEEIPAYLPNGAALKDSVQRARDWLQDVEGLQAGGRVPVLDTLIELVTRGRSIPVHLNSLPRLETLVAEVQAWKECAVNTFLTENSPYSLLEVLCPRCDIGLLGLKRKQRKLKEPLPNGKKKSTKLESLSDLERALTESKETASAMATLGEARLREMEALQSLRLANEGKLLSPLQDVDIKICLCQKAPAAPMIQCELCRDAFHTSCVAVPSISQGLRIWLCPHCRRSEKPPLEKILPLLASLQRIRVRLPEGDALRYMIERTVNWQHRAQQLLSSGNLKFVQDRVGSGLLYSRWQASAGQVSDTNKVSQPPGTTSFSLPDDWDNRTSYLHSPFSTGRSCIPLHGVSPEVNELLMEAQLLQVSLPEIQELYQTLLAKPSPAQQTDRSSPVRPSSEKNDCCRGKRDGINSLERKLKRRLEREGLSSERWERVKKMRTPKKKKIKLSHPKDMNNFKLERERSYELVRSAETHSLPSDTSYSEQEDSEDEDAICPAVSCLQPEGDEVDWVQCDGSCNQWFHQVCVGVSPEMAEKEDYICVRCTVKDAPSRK
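Coupled FDH/NAD⁺ fluorescence readout. KDM5BΔAP 200 nM final; compound titration, 10 min RT preincubation; substrate mix 12.5 µM H3K4me3, 25 µM 2-OG, 50 µM Fe(II), 100 µM ascorbate, 0.25 mM NAD⁺, 0.25 U/mL FDH; ΔRFU over 30 min.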
* hit, by the source's call; ? = inconclusive; & = joins results of further samples; [ ] = remark or other dose. Potency is read from the fitted curve at half-maximal effect. This is a subset; rates above refer to the full screens.

| mol | KDM5B inhibitor |
| --- | --- |
| CC1Oc2ccc(NC(=O)Cc3ccc(F)cc3)cc2CN(CC2CC2)C1=O (stereo not drawn) | 16.0% |
| CN(C)c1cccc2c1c(NC(=O)Nc1ccccc1)nn2C | ? |
| COCCn1cnc2c1c(=O)n(CC(=O)Nc1ccc(F)cc1F)c(=O)n2Cc1ccccc1 | 12.7% |
| Cc1ccc(O)c(C(=O)C/C(=N/O)C(F)(F)C(F)F)c1 | -4.9% |
| CC1CCCCN1C(=O)c1cc2cc([N+](=O)[O-])ccc2oc1=O (stereo not drawn) | 21.3% |
| Cc1cc(SCC(=O)Nc2sccc2C(N)=O)nc2ccccc12 | 4.1% |
| O=C1NCCOCCCN(C(=O)NC2CCCCC2)[C@H]2CCCC[C@@H]12 | -6.9% |
| CCC(O)C(=O)N1CCc2[nH]nc(C(c3ccccc3)c3ccccc3)c2C1 (stereo not drawn) | 13.7% |
| CC(=O)c1ccc(N2CCN(CCS(=O)(=O)c3ccccc3)CC2)cc1 | 4.6% |
| O=c1ccc2cc(S(=O)(=O)N3CCCCC3)ccc2o1 | 18.4% |
| CCCCn1c(CN2CCOCC2)nc2c1c(=O)[nH]c(=O)n2C | 6.0% |
| Cc1cc2c(cc1S(=O)(=O)NCc1ccc(N(C)C)cc1)OCC(=O)N2 | ? |
| CCn1c(-n2nc(C)cc2C)nc2c1c(=O)n(Cc1c(F)cccc1Cl)c(=O)n2C | 15.6% |
| CN1C(=O)CS(=O)C12CCN(S(=O)(=O)c1ccc(F)cc1)CC2 (stereo not drawn) | 10.4% |
| O=C(CCn1c(=O)c2cccn2c2cccnc21)NCc1ccccc1Br | ? |
| O=C(NCc1cccnc1)c1ccccc1NS(=O)(=O)c1ccc(F)cc1 | ? |
| O=C(CSc1ncc(-c2ccc(Cl)cc2)o1)Nc1ccc(Cl)cc1 | 5.4% |
| Cc1ccc(CNC(=O)CSc2c3c(nc4cc(Cl)ccc24)CCCC3)cc1 | 5.8% |
| COCc1nc2nc(-c3ccccc3)c(Nc3ccncc3)cc2n1C | ? |
| CN1CCC(N(C)C(=O)c2ccc(Cl)cc2F)CC1 | 14.3% |

Three of the entries above in order of the KDM5B inhibitor value, falling:
SMILES,KDM5B inhibitor
CC1CCCCN1C(=O)c1cc2cc([N+](=O)[O-])ccc2oc1=O (stereo not drawn),21.3%
O=C(CSc1ncc(-c2ccc(Cl)cc2)o1)Nc1ccc(Cl)cc1,5.4%
O=C1NCCOCCCN(C(=O)NC2CCCCC2)[C@H]2CCCC[C@@H]12,-6.9%

Later entries:
| mol | KDM5B inhibitor |
| --- | --- |
| COCc1cn(C[C@H]2C[C@@H](NCc3cccc4c3OCO4)[C@H](O)[C@@H]2O)nn1 | 7.6% |
| COC(=O)c1sccc1S(=O)(=O)N(CC(=O)NCc1ccccc1)c1ccccc1 | 6.1% |
| O=C(NC1CCC1)c1ccc(C#CC2CC2)c[n+]1[O-] | -21.3% |
| CN(Cc1ccccc1)C(=O)c1cc(-c2ccncc2)nc2ccccc12 | 2.6% |
| CCCCc1cc(=O)oc2c(C)c(OCC(=O)NCc3cccnc3)ccc12 | -0.6% |
| CC1(C)O[C@H]2[C@@H](O1)[C@@H](C(=O)Nc1ccc(F)c(F)c1)O[C@@H]1OC(C)(C)O[C@@H]12 | 10.7% |
| Cc1ccc(S(=O)(=O)N(C)C)cc1NC(=O)c1sccc1Cl | 14.6% |
| COc1cccc(NC(=O)CSc2nnc(-c3ccco3)c(-c3ccco3)n2)c1 | ? |
| Cc1ccsc1C(=O)N1CCSCC1 | 24.1% |
| Cc1cccc(NC(=O)c2cccn3c(-c4ccc(F)cc4)nnc23)c1C | 9.6% |
| C=C1C(C(=O)Nc2ccc(OC)cc2)C1C(=O)Nc1ccc(OC)cc1 (stereo not drawn) | 15.8% |
| N#C/C(=C/c1cc(Br)ccc1OCc1ccccc1C#N)c1ccc(F)cc1 | 2.9% |
| COCCNc1cc2c(cn1)CN(Cc1ccccc1)CCN2 | -18.5%[86.2 µM] |
| O=C(Cn1nc2n(c1=O)CCCC2)N1CCN(c2ccccc2)CC1 | -13.0% |
| Cc1ccc(C)c(NC(=O)CN2C(=O)c3cccc4cccc2c34)c1 | -23.1% |
| COc1ccc(C(=O)N2CCN(c3nnc4c(Cl)cccn34)CC2)cc1 | -17.2% |
| O=c1c2ccccc2n(Cc2ccccc2Cl)c(=O)n1CCc1ccccc1 | -13.4% |
| COc1ccc2cc(COC(=O)C3CCN(S(=O)(=O)c4ccc(F)cc4)CC3)ccc2c1 | -13.0% |
| CCOc1cc(N2CCOCC2)c(OCC)cc1NC(=O)CN1C(=O)NC(C)(c2ccc(OC)cc2)C1=O (stereo not drawn) | -12.4% |
| CCOc1ccc(-n2c(C)nc3cc(C(=O)NC4CCCC4)ccc32)cc1 | -12.2% |

Continued:
| mol | KDM5B inhibitor |
| --- | --- |
| COc1ccc(C(=O)Nc2ccc(-c3noc([C@@H]4CCCN4Cc4c[nH]c5ccccc45)n3)cn2)cc1 | ? |
| CC(=O)c1c(C)[nH]c(C(=O)C(C)OC(=O)c2ccc(F)cc2Cl)c1C (stereo not drawn) | 21.7% |
| Cc1ccccc1CNC(=O)C(=O)NCC(c1ccco1)S(=O)(=O)c1ccc(F)cc1 (stereo not drawn) | -14.0% |
| Cc1cccn2c(=O)c(/C=C(\C#N)C(N)=O)c(N3CCCCCC3)nc12 | 4.5% |
| CCOc1ccc(-c2cn(-c3ccc(OC)cc3)c(SCC(=O)Nc3ccccc3Cl)n2)cc1 | -20.8% |
| COc1cccc(CCC(=O)N2CC(c3noc(COc4ccc(C)cc4)n3)C2)c1 | 5.2% |
| O=C(Cn1c(=O)c2c(n1Cc1ccccc1)CN(Cc1ccccc1)CC2)NCc1cccc(F)c1 | ? |
| CCCC1c2ccsc2CCN1C(=S)NC (stereo not drawn) | 15.5% |
| O=C(CCc1ncc(-c2ccc(F)cc2F)o1)Nc1cccc(C(=O)NC2CC2)c1 | -3.9% |
| O=C(Nc1ccc2ncnc(N3CCCC3)c2c1)c1ccc(F)c(F)c1 | ? |
| CCOC(=O)c1cc(C#N)c(N2CCNCC2)nc1C(F)(F)F | ? |
| CCOc1nc2ccccc2nc1C(C#N)C(=O)NCc1ccccc1 (stereo not drawn) | 13.7% |
| CC(C)OCCCNC(=O)CN1CCN(Cc2ccc(Cl)cc2)C1=O | 8.8% |
| COC(=O)c1cc2c3ccccc3n(C)c2s1 | ? |
| CCC1Oc2ccc(NC(=O)Cc3ccc(F)cc3)cc2CN(Cc2ccccc2F)C1=O (stereo not drawn) | 4.4% |
| CC(C)C(=O)N1N=C(c2ccc(Cl)cc2)CC1c1ccc2nccnc2c1 (stereo not drawn) | -30.0% |
| Cc1ccccc1OCC(=O)Nc1ccc2c(c1)nc(Cn1cccn1)n2CC(C)C | 3.3% |
| Cc1ccc(CNC(=O)CCNS(=O)(=O)c2ccc3c(c2)CCCC(=O)N3)cc1 | -49.3% |
| CCC1(c2ccccc2)NC(=O)N(CC(=O)NCc2ccncc2)C1=O (stereo not drawn) | -8.8% |
| COc1cccc(OCc2nnc(C(=O)N3CCC[C@@H]3c3nc4ccccc4[nH]3)n2-c2ccccc2)c1OC | -8.5% |

The listing continues.
| mol | KDM5B inhibitor |
| --- | --- |
| O=C1NCCCCCCN(C(=O)c2ccncc2)[C@H]2C[C@H](c3nc(Cc4ccccc4)no3)C[C@@H]12 | 6.2% |
| CCOC(=O)c1c(C)[nH]c(C(=O)OC(C)C(=O)Nc2ccccc2OC)c1C (stereo not drawn) | 17.6% |
| CCCN(CCC)C(=O)CSc1nc2ccccc2c(=O)n1Cc1ccco1 | 9.1% |
| Cc1nnc(-c2cc(-c3cccc(N(C)C)c3)ccn2)n1Cc1ccncc1 | 15.4%[86.2 µM] |
| C=CCNC(=O)NC(=O)CN(C)CCOc1ccc(Cl)cc1 | 10.8% |
| CCCN1C(=O)c2[nH]nc(-c3c(C)cc(C)cc3O)c2C1c1ccc(OC)cc1 (stereo not drawn) | -6.7% |
| COc1ccc(S(=O)(=O)N2CCCCCC2)cc1C(=O)NCc1ccc(C)cc1 | 16.5% |
| O=C(Nc1ccc(F)c(F)c1F)c1ccc(-c2ccccc2)cc1 | 13.5% |
| Cc1ccc(CNC(=O)CCc2ncc(-c3ccc(Cl)cc3Cl)o2)cc1 | 0.7% |
| Cc1ccc(C2Cn3nnc(-c4noc(-c5c(F)cccc5F)n4)c3CO2)cc1 (stereo not drawn) | 2.7% |
| FC(F)(F)c1cccc(-c2noc(CSc3nc4ccccc4o3)n2)c1 | -19.3% |
| O/N=C/c1ccccc1OC(F)F | 14.4% |
| CCCc1cc(CNC(=O)c2ccc(N3CCCN(CCC)CC3)nc2)on1 | ? |
| CSc1ccc(/C=C/C(=O)c2cccc(Br)c2)cc1 | ? |
| CCc1cc2c(cc3c(=O)n(CC(=O)NC4CCC(C)CC4)nc(CC)n32)s1 (stereo not drawn) | -15.4% |
| Cc1ccc(CNS(=O)(=O)c2ccc3c(c2)NC(=O)C(C)CS3)cc1 (stereo not drawn) | -5.5% |
| CCCNC(=O)Cc1csc2nc(C)c(-c3cc(C)n(-c4ccc(C)cc4)n3)c(=O)n12 | 28.2µM* |
| O=C(NC1CC1)[C@@H]1C[C@H](Oc2ccccc2)CN1C(=O)c1ccncc1 | -17.2% |
| CCCN1CCN(C(=O)Cn2c(-c3cccs3)cc3ccccc32)CC1 | ? |
| COc1ccc(S(=O)(=O)N2CCC(c3ccncc3)CC2)cc1OC | 4.9% |

Later entries.
| mol | KDM5B inhibitor |
| --- | --- |
| CSCCC(NC(=O)c1ccco1)C(=O)NCC1CCCO1 (stereo not drawn) | -27.8% |
| Cc1c(C(=O)NNC(=S)NCc2ccc(Cl)cc2)oc2ccccc12 | -14.9% |
| O=C(NC1CCCCCCCCCCC1)c1ccncc1 | 19.1% |
| CC(=O)Nc1ccc(C(=O)COc2ncnc3sc4c(c23)CCC4)cc1 | 9.0% |
| CN(Cc1ccccc1)c1ncnc2c1nnn2C | ? |
| COc1ccc2nc(C)cc(SCC(NC(C)=O)C(=O)OC(C)C)c2c1 (stereo not drawn) | ? |
| CC(=O)N1CCC(N2CCOC[C@H]2c2ncc(-c3ccc(C(F)(F)F)cc3)[nH]2)CC1 | -7.5%[86.2 µM] |
| Cc1ccc(C(=O)N2CC(c3nnc(C(C)C)o3)C3(CCOCC3)C2)cc1 (stereo not drawn) | 20.8% |
| COc1cc(CNc2nc3c(C)cc(C)cc3s2)ccc1O | ? |
| COc1ccc(CCNC(=O)CSC2=Nc3ccccc3C3=NC(CCC(=O)NCc4ccccc4)C(=O)N23)cc1OC (stereo not drawn) | ? |
| COc1ccc(-c2cc(=O)c3cc(OCC(=O)Nc4ccccc4)ccc3o2)cc1 | -8.8% |
| COc1ccccc1NC(=O)Cn1nc(N2CCN(c3cccc(Cl)c3)CC2)ccc1=O | -10.3% |
| Nc1ncnc(Nc2c(F)cccc2F)n1 | 9.4% |
| Cn1c(=O)c(=O)n(C)c2cc(S(=O)(=O)Nc3ccc(Cl)c(C(F)(F)F)c3)ccc21 | -9.4% |
| CCc1cc2c(cc3c(=O)n(CC(=O)NC4CCCCC4)nc(CC)n32)s1 | -7.0% |
| COc1ccc(CN2CCN(c3ccnc(C)n3)CC2CCO)c(C)c1C (stereo not drawn) | ? |
| CCn1cnc2c1c(=O)n(CC(=O)NC1CCS(=O)(=O)C1)c(=O)n2Cc1ccccc1 (stereo not drawn) | 14.7% |
| O=C(c1ccc(Cl)s1)N(Cc1cccnc1)c1nc2c(F)cc(F)cc2s1 | 5.1% |
| Cc1cnc(CCNC(=O)c2n[nH]c(=O)c3ccccc23)n1C1CCCCC1 | -2.1% |
| Cc1c(C)n(Cc2ccncc2)c2ncnc(NCc3ccncc3)c12 | ? |

Next section
| mol | KDM5B inhibitor |
| --- | --- |
| CCn1ncc(N2CCC(NC(=O)c3ccc(OC)cc3C)CC2)cc1=O | 17.0% |
| CCCCN(CCC(=O)NCCCOC)C(=O)c1ccoc1 | 23.7% |
| CC(C)OCCCNC(=O)C(=O)Nc1ccc2nc3n(c(=O)c2c1)CCCCC3 | -7.0% |
| COc1cccc(CNC(=O)N2CCCC(Cn3cnc4cccnc43)C2)c1 (stereo not drawn) | -12.2% |
| CN1CCC(N(C)C(=O)C2CCN(C(=O)N3CC4CC(C3)[C@H]3CCCC(=O)N3C4)CC2)CC1 (stereo partly drawn) | -15.7% |
| COc1nc2cc(C)c(C)cc2nc1C(=O)Nc1ccc(Cl)cc1 | 0.0% |
| CCOC(=O)N1CCN(c2ccccc2OC)CC1 | 0.7% |
| O=C(CCC(=O)n1ncc2c(Cl)cccc21)N1CCC(Cc2nc(C3CCOCC3)no2)CC1 | ? |
| COc1ccc2ccccc2c1/C=C(/C#N)C(N)=O | -4.8% |
| CCc1ccc(NC(=O)C2=CC(c3cccs3)=NS(=O)(=O)N2C)cc1 | -17.9% |
| C[C@@H]1C(=O)O[C@H]2[C@H]1CC[C@@]1(C)Cc3sc(NC(=O)CC(C)(C)C)nc3[C@@H](C)[C@H]21 | -15.5%[86.2 µM] |
| O=C(NCC(c1ccco1)S(=O)(=O)c1cccs1)c1c(F)cccc1F (stereo not drawn) | -7.7% |
| COc1ccccc1COCC(O)Cn1nc(-c2ccccc2)c2ccccc2c1=O (stereo not drawn) | 16.5% |
| CN(Cc1ccncc1)Cc1cccn1C | ? |
| CCOCCn1c(=O)[nH]c2cc(C(=O)NCCN3CCCC3=O)ccc21 | -24.7% |
| Cc1cc(C)c(NC(=O)CSc2ncc(-c3ccc(F)cc3)o2)c(C)c1 | 18.7% |
| O=C1N[C@H](CC(=O)N2CCN(CCc3ccncc3)CC2)C(=O)Nc2ccccc21 | 19.8% |
| CCCS(=O)(=O)c1nc(S(=O)(=O)c2ccc(C)cc2)c(NC)s1 | 16.1%&0.8% |
| COC(=O)c1c(-c2cccs2)csc1NC(=O)COc1c(C)ccc(C)c1C | ? |
| CCN(CC)C(=O)CN1C(=O)NC2(CCC(C)CC2)C1=O (stereo not drawn) | 0.7% |
